Autophagy HCS – autophagy modulation, high-content screen | calls only at 10 µM (by protocol) | 190,000 tested, 0.98% active | MEF GFP-LC3 puncta imaging; test concentration mostly 10 µM | AID 463193;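 active = percentage of spot-positive cells more than 3 SD above its plate mean, without a fluorescence outlier flag or 80% toxicity; inconclusive = no clear call, values can overlap the other calls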;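 note: spot-positive cell cutoff set from DMSO-treated cells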
Yfh1-off respiration – enhancers of respiration in Yfh1-depleted yeast, dose response, Friedreich's ataxia, plus single-dose screen (AID 1465). S. cerevisiae Yfh1-off respiration, WST-1 reduction, 72 h; higher fold induction means a stronger effect. fold induction at 50 µM; hits with a dose series show EC50 in µM. 220,000 tested, 0.074% active;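 active = fold induction of absorbance versus untreated yeast above a set limit, then at least 30% activation at any dose in follow-up; inconclusive = repeats straddling the limit, or above it without dose testing; inactive = fold induction below the set limit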;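 note: activators that raise dye reduction in frataxin-depleted yeast; strong numbers were not always called active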
M17LAP inhibition – P. falciparum M17LAP inhibitors, primary screen, biochemical, fluorogenic H-Leu-NHMec substrate, 1536-well (AID 1619); recombinant M17LAP, H-Leu-NHMec fluorogenic kinetic assay; higher % means a stronger effect; one-dose inhibition, % at 30 µM; IC50 in µM for titrated hits; 220,000 tested, 0.38% active;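 active = compound inhibiting the enzyme by more than half at any dose during confirmatory dose-response retesting; inconclusive = strong single-dose inhibitors picked by rank but not retested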;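 note: plate controls were full reaction with DMSO carrier for no effect and no enzyme background for full effect; strong numbers were not always called active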
MT stabilizer – microtubule stabilizers in HeLa cells | HeLa tubulin immunostaining HCS, 24 h; share of cells brighter than vehicle mean+2SD | % tubulin-high responders, % at 10 µM | 200,000 tested, 0.83% active | AID 2205;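 active = plate Z-score above 3 for both tubulin-high and condensed-nucleus cell shares, with cell loss under 80%, at 10 µM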;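 note: anti alpha tubulin signal scored within the nucleus-defined area of each cell; some results filed as inactive read as strong as hits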
CSM14.1 death rescue – protection against thapsigargin-triggered cell killing – 384-well, CSM14.1, ATP luminescence, primary screen (AID 1222); cellular ATP content (survival), % at 20 µM, or EC50 in µM where a hit was titrated; CSM14.1 thapsigargin-induced death rescue, ATP luminescence; higher % means a stronger effect; 190,000 tested, under 10 active;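 active = EC50 below 50 µM in the dose-response confirmation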;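 note: death triggered by thapsigargin at about 15 µM added after 2 h compound pretreatment; cell ATP read after overnight thapsigargin exposure of roughly 18 to 22 hours; normalized against plate controls of thapsigargin alone and 5% DMSO vehicle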
Insulin prom up – MIN6 insulin promoter up-regulation. MIN6 insulin promoter-GFP reporter, high-content imaging; active compounds read high. z-score at 5 µM. 190,000 tested, 0.3% active;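 active = z-score above 3 at 5 µM with at least 500 cells counted in the well; inconclusive = wells under 500 cells, flagged as cytotoxic or low count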
P. falciparum M1AAP – P. falciparum M1AAP inhibitors, biochemical, fluorogenic H-Leu-NHMec substrate, 1536-well (AID 1445) | 220,000 tested, 0.42% active | recombinant M1AAP, H-Leu-NHMec fluorogenic kinetic assay; higher % means a stronger effect | inhibition, % at 30 µM; hits with a dose series show IC50 in µM;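 active = primary inhibition above the hit cutoff, then over 50% inhibition at one or more dose response concentrations, cut at about 23% in these data, passing the limit was not always enough; inconclusive = conflicting primary data, or primary hits not chosen for dose response; inactive = low primary inhibition, or under 50% at every dose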;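 note: plate controls were DMSO full reaction for no effect and no enzyme background for full effect; strong numbers were not always called active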
Lipid droplet – hepatic lipid droplet formation modulation; AML12 mouse hepatocytes, oleate lipid droplets, BODIPY imaging; 240,000 tested, 0.4% active; inhibition, % at 6.5 µM;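 active = lipid droplet intensity inhibited by at least 50%, with more than 500 cells counted; inconclusive = wells with under 300 cells, treated as cytotoxic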
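Test system: AML12 mouse liver cells; schedule: overnight exposure; technique: high-content imaging of BODIPY-stained droplets and DAPI nuclei; read-out: % inhibition of corrected integrated BODIPY droplet signal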
Dynein cargo inh – blocks dynein driven cargo transport along microtubules. 3617.4 mouse cells, GR-EGFP nuclear translocation imaging; test concentration mostly 20 µM; stimulated with dexamethasone, 1 µM; active compounds read low. z-score, hits read low. 220,000 tested, 0.47% active. AID 1381;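 active = plate z-score of nuclear minus cytoplasmic receptor signal below a set negative limit, without overly bright fluorescence or cell loss, cut at about -3.5 in these data, passing the limit was not always enough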;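 note: z-score of nuclear minus cytoplasmic ring GR-EGFP intensity difference per well; some compounds called inactive have numbers as strong as hits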
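medium = tetracycline-free induction medium containing charcoal-stripped FBS | probe or stimulus = dexamethasone, 1.0 µM final | timing = 48 h induction, then 1 h compound, then 30 min agonist, 37 °C | detection = automated 10x imaging of fixed Hoechst-stained cells | read-out basis = nuclear versus cytoplasmic GR-EGFP signal, averaged per well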
Dynein cargo inh cytoplasmic EGFP – recorded beside Dynein cargo inh, whose call it bears; z-score; measured here: cytoplasmic GR-EGFP intensity; active compounds read high
Dynein cargo inh nuclear GR-EGFP – also measured in Dynein cargo inh; calls as there; z-score; measured here: nuclear GR-EGFP intensity;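 lower value marks the stronger effect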
Dynein cargo inh cell count – also measured in Dynein cargo inh; calls as there; z-score; measured here: cell count per field
Insulin prom up cell count – recorded beside Insulin prom up, whose call it bears; cell count; measured here: cytotoxicity, nuclei count;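 total cells summed across four imaged fields per well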
Lipid droplet cells 6.5 µM – further read-out of Lipid droplet, marked with its call; cell count; measured here: cell count, cytotoxicity flag;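 cells counted across two imaged fields per well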
MT stabilizer Hoechst-high % – second read-out of MT stabilizer, no call of its own (marks repeat the call); % Hoechst-high responders; measured here: nuclear condensation Hoechst responders;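 share of cells brighter than vehicle mean plus two SD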
MT stabilizer cytotoxicity % – recorded beside MT stabilizer, whose call it bears; toxicity, %; measured here: cytotoxicity by cell density;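 0% = mean cell density of plate MIN control wells and 100% = no cells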
Autophagy HCS cell loss 18 h – second read-out of Autophagy HCS, no call of its own (marks repeat the call); toxicity, %; measured here: cell loss, nuclei count;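 cell loss after 18 h compound exposure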
Numbers without * were called inactive; i = inactive; ? = inconclusive; . = no result given.

Sequence of screens: Autophagy HCS, Autophagy HCS cell loss 18 h, Yfh1-off respiration, M17LAP inhibition, MT stabilizer, MT stabilizer Hoechst-high %, MT stabilizer cytotoxicity %, CSM14.1 death rescue, Insulin prom up, Insulin prom up cell count, P. falciparum M1AAP, Lipid droplet, Lipid droplet cells 6.5 µM, Dynein cargo inh, Dynein cargo inh cytoplasmic EGFP, Dynein cargo inh nuclear GR-EGFP, Dynein cargo inh cell count
1: Cc1nc(C(F)(F)F)c(C(=O)NC(=O)Nc2ccc(OC(F)(F)F)cc2)s1
→ i, -32.0, i, 9.3%, 4.1, 1.3, 4.3, -1.9%, 0.06, 1820, 5.4%, -25.4, 604, -0.188, -0.229, -0.263, 1.2
2: C=CCOc1ccc(CNn2cn[nH]c2=S)cc1
→ i, -9.4, i, 46.4%, 1.7, 0.5, 2.5, -0.9%, 0.36, 1591, 5.1%, ., ., 3.01, 0.116, 1.56, -2.77
3: CCCC(c1nnnn1Cc1cccs1)N1CCN(c2nc3ccccc3s2)CC1 (centres undefined)
→ i, -3.9, i, -11.6%, 4.3, 2.6, 9.3, 1.2%, 2.28, 993, 13.6%, ., ., -0.952, -0.189, -0.259, 0.313
4: CCOC(=O)C(C)Oc1ccc(NC(=O)C(Cl)(Cl)Cl)cc1 (centres undefined)
→ ., ., i, 16.1%, ., ., ., ., -0.12, 984, 0.5%, -2.2, 674, -0.717, -0.258, 0.0185, 1.73
5: CCCCP(=O)(CCCC)CCP(=O)(c1ccccc1)c1ccccc1
→ i, 0.5, i, -0.9%, 7.9, 2.5, 6.3, 1.1%, 0.01, 1464, 0.2%, 5.2, 641, 0.147, -0.21, 0.27, -0.0461
6: CCCCc1nnc2c(N(C)S(=O)(=O)c3ccccc3)nc3ccccc3n12
→ ., ., i, -4.0%, ., ., ., ., 0.43, 860, -1.3%, -12.8, 770, 1.53, -0.27, 0.723, -0.822
7: CC1CCCCN1C(=O)CSc1nc2cc3c(cc2c(=O)n1Cc1ccc2c(c1)OCO2)OCO3 (centres undefined)
→ i, 14.6, i, -8.8%, 5.4, 2.6, 18.7, -2.4%, -1.91, 1316, 0.8%, 13.2, 729, 1.17, -0.164, 1.19, 0.244
8: Fc1cc(F)c2nc(N3CCCCC3)sc2c1
→ i, -5.3, i, 40.7%, 2.0, 1.5, 1.2, -1.0%, 2.11, 1444, -1.1%, ., ., -0.631, -0.238, -0.209, 0.829
9: O=C(NCn1cnccc1=O)c1ccccc1
→ i, -4.1, i, 2.7%, 3.4, 2.4, 8.1, 0.3%, ., ., -0.4%, 1.0, 751, -0.247, -0.17, 0.491, 0.865
10: Cc1cc(C)nc(SCNC(=O)c2ccc(Cl)cc2)n1
→ i, -4.8, i, 2.2%, 1.6, 1.3, 8.9, -1.1%, -0.39, 836, 14.3%, 19.5, 826, 1.15, -0.26, 0.509, 0.333

Sequence of screens: Autophagy HCS, Autophagy HCS cell loss 18 h, Yfh1-off respiration, M17LAP inhibition, MT stabilizer, MT stabilizer Hoechst-high %, MT stabilizer cytotoxicity %, CSM14.1 death rescue, Insulin prom up, Insulin prom up cell count, P. falciparum M1AAP, Lipid droplet, Lipid droplet cells 6.5 µM, Dynein cargo inh, Dynein cargo inh cytoplasmic EGFP, Dynein cargo inh nuclear GR-EGFP, Dynein cargo inh cell count
11: COc1ccc(NC(=O)N(CCO)Cc2cc3c(C)cc(C)cc3[nH]c2=O)cc1
→ i, 3.3, i, 5.4%, 4.4, 4.5, 6.5, -1.3%, -0.34, 1347, -11.5%, ., ., -0.481, -0.318, -0.228, 0.137
12: O=C(/C=C/c1cccc([N+](=O)[O-])c1)Nc1cccc(NC(=O)c2cccs2)c1
→ i, 25.2, i, -0.6%, 2.6, 1.2, 0.6, -0.3%, -0.09, 1373, 3.7%, -36.6, 646, 0.0735, -0.204, 0.258, 0.314
13: c1ccc2oc(-c3csc(N4CCOCC4)n3)cc2c1
→ i, 10.6, i, -2.0%, 4.0, 1.9, 14.1, -2.4%, 0.47, 1221, -1.0%, 1.9, 729, 2.12, 0.325, 0.963, -0.768
14: C/C=C/c1ccc(OCCCNC)c(OC)c1
→ i, 4.9, i, -8.6%, 1.9, 1.3, 8.4, -3.0%, 0.96, 735, 1.8%, -11.4, 716, -0.557, -0.209, -0.425, 1.06
15: CCC(NC(=O)CCl)c1ccc(C)cc1 (centres undefined)
→ i, 17.9, i, 2.7%, 2.3, 1.5, 6.2, 0.9%, 0.08, 1502, 2.5%, -4.2, 679, -0.0132, -0.186, 0.253, -0.98
16: Cc1c(C(=O)N/N=C/c2ccc(Cl)cc2)[nH]c2ccc(Cl)cc12
→ i, 50.1, i, 2.8%, 6.0, 38.6, 31.3, -2.6%, -0.78, 868, 0.1%, -163.1, 310, -0.0661, -0.247, -0.245, -0.344
17: CCOC(=O)C1=C(C)NC(=O)NC1c1c(O)ccc2ccccc12 (centres undefined)
→ i, 4.8, i, 1.3%, 3.0, 4.3, 4.4, -0.9%, 0.17, 934, 10.3%, ., ., 0.116, -0.233, 0.35, 0.29
18: O=C(NC1CCC(O)CC1)c1cc(-c2ccco2)nc2ccccc12 (centres undefined)
→ i, 31.4, i, 3.6%, 2.3, 3.0, 9.5, -1.9%, -0.08, 1144, 8.7%, 6.2, 734, -0.726, -0.29, -0.143, 0.189
19: O=C(Cc1coc2ccc3ccccc3c12)N1CCc2ccccc21
→ i, 0.6, i, 16.0%, 3.3, 1.1, 1.9, -0.9%, 0.46, 1093, 12.3%, ., ., -0.539, 0.0788, -0.364, 0.583
20: CCCCC[C@H](O)/C=C/[C@@H]1[C@@H](C/C=C\CCCC(=O)O)[C@H]2CO[C@@H]1C2
→ i, 17.9, i, 14.4%, 11.6, 3.0, 7.4, 1.9%, ., ., 10.7%, -5.3, 706, -0.368, -0.255, 0.312, 0.671

Sequence of screens: Autophagy HCS, Autophagy HCS cell loss 18 h, Yfh1-off respiration, M17LAP inhibition, MT stabilizer, MT stabilizer Hoechst-high %, MT stabilizer cytotoxicity %, CSM14.1 death rescue, Insulin prom up, Insulin prom up cell count, P. falciparum M1AAP, Lipid droplet, Lipid droplet cells 6.5 µM, Dynein cargo inh, Dynein cargo inh cytoplasmic EGFP, Dynein cargo inh nuclear GR-EGFP, Dynein cargo inh cell count
21: CCOC(=O)c1cccc(NS(=O)(=O)Cc2ccccc2)c1
→ i, -9.2, i, 6.2%, 2.1, 2.4, 8.2, -0.7%, ., ., 7.8%, 15.8, 751, -0.0309, -0.191, -0.379, 0.0223
22: CSc1ccc(/C=C(/NC(=O)c2ccc(C)cc2)C(=O)Nc2cccc(F)c2)cc1
→ i, -9.6, ., 7.5%, 4.3, 3.3, 11.7, -2.2%, 0.26, 1317, -0.3%, -0.2, 659, -0.204, -0.219, -0.307, 0.0854
23: Fc1ccc(-c2nnc(CSc3nnc4ccccn34)o2)cc1
→ i, 4.9, i, -14.4%, 2.4, 2.6, 3.5, -3.2%, -0.33, 1366, -7.6%, 4.7, 621, 0.799, -0.285, 0.366, -0.506
24: Cc1ccc(C)n1-c1ccc(C(=O)NN)cc1
→ i, 5.0, i, 2.2%, 8.2, 0.9, 11.2, 0.2%, 0.3, 1520, 11.1%, -23.9, 545, 0.017, -0.061, 0.157, -1.06
25: CC1Cc2ccccc2N1C(=O)CSc1ccccc1 (centres undefined)
→ i, -2.0, i, 9.0%, 3.3, 2.3, 5.7, -3.6%, 0.31, 1014, -1.4%, -41.8, 845, -0.146, -0.278, 0.045, -0.0606
26: CC(=O)c1cc(CN2CCN(Cc3ccc(C)cc3)C(CCO)C2)cs1 (centres undefined)
→ i, 18.7, i, -5.2%, 5.5, 2.0, 6.7, -2.4%, -0.43, 1364, 0.6%, 2.1, 703, -0.595, -0.25, -0.184, 0.968
27: O=c1oc(-c2ccccc2)nc2c1C1(CCCCC1)Cc1ccccc1-2
→ i, 3.4, i, 3.3%, 0.7, 1.5, 3.5, 2.7%, ., ., -4.7%, 5.1, 838, 0.0908, -0.222, 0.416, 0.715
28: O=C(N/N=C/c1ccccn1)c1ccc(S(=O)(=O)N2CCCCCC2)cc1
→ i, 18.8, i, 1.0%, 2.7, 1.6, 10.3, -0.9%, ., ., 0.7%, 5.1, 709, -0.393, -0.294, -0.237, 0.594
29: O=C1c2ccccc2C(Nc2ccc3c(c2)OCO3)N1Cc1ccco1 (centres undefined)
→ ., ., i, -0.2%, 5.0, 3.5, 5.6, -0.2%, -1.51, 1135, 12.9%, -1.1, 792, -0.782, -0.14, -0.146, -0.352
30: CCOC(=O)C(C)Sc1ncnc2nc[nH]c12 (centres undefined)
→ i, 9.9, i, 8.5%, 2.8, 2.2, 5.3, 6.3%, 0.28, 1208, -0.2%, -15.5, 727, -0.829, -0.283, -0.523, 1.14
31: Cc1cc(C)c(/C=N/n2c(C)cc(C)c(C#N)c2=O)c(C)c1
→ i, 12.5, i, 21.0%, 1.9, 2.0, 6.8, -2.4%, ?, ., -3.4%, 2.0, 587, 1.69, -0.132, 1.51, -1.58
32: O=S(=O)(Cc1nc2ccccc2s1)c1ccccc1
→ i, -0.3, i, 8.6%, 5.4, 3.1, 2.8, -0.1%, -0.05, 1168, 6.4%, -16.4, 727, 0.484, -0.164, 0.523, -0.0604

Assay outcomes: PubChem, several laboratories
